Bioassay records deposited in PubChem by The Scripps Research Institute Molecular Screening Center.
LYPLA2 inh: LYPLA2 (human) inhibition in PME1 counter-screen. inhibition, % at 5.9 µM. hit rate 0.38% among 320,000. recombinant LYPLA2, FP-Rh probe fluorescence polarization. AID 2177;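 active = inhibition above the screen-wide mean plus 3 SD, limit set per campaign, cut at about 26% in these data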;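 note: 0% = LYPLA2 with DMSO and 100% = wells lacking LYPLA2 enzyme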
LYPLA1 inh: LYPLA1 (human) inhibition in PME1 counter-screen; inhibition, % at 5.9 µM; O75608; hit rate 0.16% among 320,000; recombinant LYPLA1, FP-Rh probe fluorescence polarization;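 active = inhibition above the mean of all tested compounds plus 3 SD, set per campaign, cut at about 14% in these data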;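 note: inhibitors block serine hydrolase probe labeling of LYPLA1 so polarization falls; 0% = enzyme with DMSO and 100% = wells lacking LYPLA1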
PME-1 inh: blocks human protein phosphatase methylesterase 1 | recombinant PME-1, FP-Rh probe fluorescence polarization | inhibition, % at 5.9 µM | hit rate 0.53% among 320,000;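 active = inhibition above the campaign mean of all compounds plus 3 SD, cut at about 26% in these data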;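 note: competitive labeling of PME-1 active site by serine hydrolase directed probe; 0% = PME-1 with DMSO and 100% = wells lacking PME-1 enzyme; inhibitors block probe labeling so polarization falls and inhibition rises; many of its hits are not listed in these tables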
PREPL inhibitor: inhibits the human prolyl oligopeptidase-like enzyme. recombinant PREPL, fluorescence polarization activity-based probe. inhibition, % at 5.96 µM. hit rate 0.68% among 320,000. AID 2751; in the data active = inhibition above about 43%;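 note: 0% = enzyme with DMSO and 100% = wells lacking enzyme; many of its hits are not listed in these tables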
GSTO1 inh: blocks human GSTO1 in RBBP9 counter-screen. P78417. recombinant GSTO1, activity-based probe fluorescence polarization. inhibition, % at 5.96 µM. hit rate 1.1% among 300,000;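 active = inhibition above the campaign mean inhibition plus 3 SD, cut at about 35% in these data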;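 note: 0% = GSTO1-1 with DMSO and 100% = wells lacking GSTO1-1 enzyme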
PAFAH1B3 FP inh: blocks human PAF acetylhydrolase 1B catalytic subunit 3; AID 492972; inhibition, % at 3.39 µM; Q15102; hit rate 0.28% among 340,000; recombinant PAFAH1B3, FP-rhodamine probe, fluorescence polarization;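 active = inhibition above the screen-wide average of all tested compounds plus 3 SD, cut at about 25% in these data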;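 note: 0% = enzyme with DMSO only and 100% = wells lacking PAFAH1B3 protein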
PAD4 inh: blocks human protein arginine deiminase 4 | inhibition, % at 6.36 µM | Q9UM07 | hit rate 0.41% among 330,000 | recombinant PAD4, RCA probe fluorescence polarization;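 active = percent inhibition above a cutoff equal to the mean of all tested compounds plus 3 SD, cut at about 15% in these data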;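 note: 0% = PAD4 with RCA probe and DMSO and 100% = probe without PAD4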
Target sequence (Q9UM07 whole entry, looked up): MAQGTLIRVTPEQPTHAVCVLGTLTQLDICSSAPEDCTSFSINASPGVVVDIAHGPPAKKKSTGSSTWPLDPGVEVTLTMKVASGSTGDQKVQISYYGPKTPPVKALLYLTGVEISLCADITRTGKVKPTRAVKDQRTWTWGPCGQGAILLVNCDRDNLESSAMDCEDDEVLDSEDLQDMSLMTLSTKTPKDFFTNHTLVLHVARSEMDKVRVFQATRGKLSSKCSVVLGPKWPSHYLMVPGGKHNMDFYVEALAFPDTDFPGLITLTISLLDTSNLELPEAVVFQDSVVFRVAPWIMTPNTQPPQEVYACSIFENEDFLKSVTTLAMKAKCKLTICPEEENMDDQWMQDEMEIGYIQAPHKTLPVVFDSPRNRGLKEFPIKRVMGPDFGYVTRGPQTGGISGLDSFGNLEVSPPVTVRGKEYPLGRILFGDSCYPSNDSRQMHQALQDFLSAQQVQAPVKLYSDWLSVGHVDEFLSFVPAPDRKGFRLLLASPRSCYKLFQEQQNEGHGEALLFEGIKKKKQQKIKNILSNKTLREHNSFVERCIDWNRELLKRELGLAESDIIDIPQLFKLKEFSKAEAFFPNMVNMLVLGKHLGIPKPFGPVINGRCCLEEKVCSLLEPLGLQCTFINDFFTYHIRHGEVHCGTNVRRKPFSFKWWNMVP
pPAFAH inh: pPAFAH (human) enzyme inhibition | Q13093 | recombinant pPAFAH, FP-rhodamine probe fluorescence polarization | inhibition, % at 3.39 µM | hit rate 1.5% among 330,000 | AID 463082;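 active = inhibition above the mean inhibition across the screen plus 3 SD, cut at about 25% in these data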;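 note: inhibitors block binding of the rhodamine activity-based probe so polarization drops; 0% = enzyme with DMSO and 100% = wells lacking pPAFAH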
Target sequence (Q13093 whole entry, looked up): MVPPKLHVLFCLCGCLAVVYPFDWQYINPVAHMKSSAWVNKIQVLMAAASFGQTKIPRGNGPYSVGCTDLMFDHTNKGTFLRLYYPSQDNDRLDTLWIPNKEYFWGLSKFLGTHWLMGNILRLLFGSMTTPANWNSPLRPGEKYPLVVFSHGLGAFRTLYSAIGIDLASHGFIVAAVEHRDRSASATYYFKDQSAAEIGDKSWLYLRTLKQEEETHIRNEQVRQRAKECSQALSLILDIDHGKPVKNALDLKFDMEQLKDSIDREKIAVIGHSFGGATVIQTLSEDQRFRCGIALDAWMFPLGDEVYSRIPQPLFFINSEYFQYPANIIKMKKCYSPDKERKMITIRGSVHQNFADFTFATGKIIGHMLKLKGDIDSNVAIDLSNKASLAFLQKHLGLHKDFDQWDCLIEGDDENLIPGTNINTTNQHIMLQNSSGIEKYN
PAFAH1B2 inh: PAFAH1B2 (human) inhibition. AID 492953. hit rate 1.2% among 340,000. P68402. inhibition, % at 3.39 µM. recombinant PAFAH1B2, FP-rhodamine activity probe, fluorescence polarization;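 active = inhibition above the mean of all tested compounds plus 3 SD, cut at about 24% in these data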;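 note: 0% = enzyme with DMSO and 100% = wells lacking PAFAH1B2; many of its hits are not listed in these tables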
Starred values were filed as active, the others as inactive; . = no result given. A portion of the library; the hit share may differ from the screen's.

Order of values: GSTO1 inh	PREPL inhibitor	PME-1 inh	pPAFAH inh	PAD4 inh	PAFAH1B3 FP inh	LYPLA2 inh	PAFAH1B2 inh	LYPLA1 inh
Cc1ccsc1C(=O)N1CCCC(N(C)Cc2ccccc2)C1 (stereo unspecified)
→ 4	0	1	5	3	3	6	2	3
CN(C(=O)c1ccc(OC2CCN(CCc3ccccc3)CC2)cc1)C1CCOC1 (stereo unspecified)
→ 2	6	-4	2	-5	3	4	6	0
O=C(NNC(=O)C1CCCO1)c1ccccc1Cl (stereo unspecified)
→ 7	0	3	4	-4	2	3	1	4
Cc1ccc(-n2nnnc2-c2cccs2)cc1[N+](=O)[O-]
→ -2	12	6	5	-1	3	0	-1	1
CC(=O)c1cccc(-n2nnnc2SCC(=O)N2CCCC2)c1
→ -2	2	-1	7	0	3	4	0	0
O=C(CN1CCC(C(=O)c2ccc3c(c2)OCCO3)CC1)NC1CCCC1
→ 4	4	-4	-2	1	8	-1	-2	-1
COC1CCN(Cc2c(C(=O)N3CCN(C4CCCCC4)CC3)nc3ccccn23)CC1
→ 4	2	-2	-5	-2	-6	-6	-2	-6
COc1cc(OC)cc(C(=O)N2CCC(C(=O)N3CCOCC3)CC2)c1
→ 2	6	-1	4	4	4	7	0	2
COc1ccccc1C(=O)N1CCCC(c2nc(-c3cc(OC)c(OC)c(OC)c3)no2)C1 (stereo unspecified)
→ 0	2	4	1	3	1	-5	6	0
Cc1cc2nc(SCC(=O)Nc3nonc3C)c3c(c2cc1C)CCCC3
→ -5	1	-14	3	0	4	-9	5	-9
CCOC(=O)CC1CCCCN1Cc1cn[nH]c1-c1ccc(F)cc1F (stereo unspecified)
→ 6	6	-4	-2	2	4	1	4	3
O=C(NN1C(=O)C2C3CCC(O3)C2C1=O)c1ccco1 (stereo unspecified)
→ -1	3	-8	1	-1	-3	7	2	2
CC(C)NC(=O)c1ccc(-c2ccccc2C(F)(F)F)o1
→ 6	3	0	1	-3	-4	-1	4	3
CN1CCN(c2nc(-c3ccccc3)nc(-c3ccccc3)c2C#N)CC1
→ -8	4	-3	7	-6	6	9	3	-3
Cc1ccc(S(=O)(=O)CCC(=O)NCc2ccccc2Cl)cc1
→ 1	-14	-3	3	-6	1	0	4	-1

Pulled by structure from above, 2 records:
Order of values: GSTO1 inh	PREPL inhibitor	PME-1 inh	pPAFAH inh	PAD4 inh	PAFAH1B3 FP inh	LYPLA2 inh	PAFAH1B2 inh	LYPLA1 inh
Cc1ccsc1C(=O)N1CCCC(N(C)Cc2ccccc2)C1 (stereo unspecified)
→ 4	0	1	5	3	3	6	2	3
CC(=O)c1cccc(-n2nnnc2SCC(=O)N2CCCC2)c1
→ -2	2	-1	7	0	3	4	0	0

(listing goes on)
Order of values: GSTO1 inh	PREPL inhibitor	PME-1 inh	pPAFAH inh	PAD4 inh	PAFAH1B3 FP inh	LYPLA2 inh	PAFAH1B2 inh	LYPLA1 inh
O=C(CN(C(=O)C1CSC(=O)C1)c1cccc(F)c1)NCc1ccc2c(c1)OCO2 (stereo unspecified)
→ 4	0	-4	5	-2	5	-2	1	-3
CCCC(c1nnnn1CCc1ccccc1)N1CCN(C2CCCC2)CC1 (stereo unspecified)
→ 6	33	-3	-1	-9	0	-3	3	-1
CCc1nc(SCc2ccc(OCC(C)C)cc2)n[nH]1
→ 8	-6	-1	6	0	9	2	2	-5
COc1ccc(C(=O)NN)cc1
→ -5	6	-2	-1	3	6	1	0	2
Cc1[nH]n(-c2ccccc2)c(=S)c1C=Nc1cccc([N+](=O)[O-])c1
→ 7	5	4	5	4	5	-2	0	-1
O=C(C1CCCO1)N1CCN(S(=O)(=O)c2cc(F)ccc2F)CC1 (stereo unspecified)
→ -2	1	0	2	-2	6	-10	-1	-4
CCc1cccc(Nc2c3c(nc4ncnn24)CCC3)c1
→ 10	14	-1	3	0	10	7	3	2
CCCC(=O)Nc1cc(OC)c(OC)cc1C(=O)O
→ 2	-5	-3	3	-5	9	-6	7	-1
OC(COc1ccc2c(c1)OCO2)CN1CCN(c2ccccc2)CC1 (stereo unspecified)
→ 4	8	0	-6	-4	3	18	3	7
CCN=c1scc(-c2cccs2)n1/N=C/c1cc(OC)ccc1O
→ 8	14	7	4	-1	10	3	7	0
COc1ccccc1CNC(=O)CCC(=O)Nc1nnc(C(C)C)s1
→ 12	10	2	-6	-5	1	1	5	-1
Cc1sc2c(c1C)C(=O)NC(c1cccc(O)c1)N2 (stereo unspecified)
→ 10	4	-2	4	-3	.	6	.	0
CCOC(=O)N/N=C\c1ccc(-c2cc(Cl)ccc2Cl)o1
→ -5	14	9	2	1	3	2	-6	2
Cc1cc(=O)oc2cc(NC(=O)C3CC(=O)N(Cc4ccccc4)C3)ccc12 (stereo unspecified)
→ 1	10	7	2	4	7	6	4	-2
CCNC(=O)CN(c1ccc(C)cc1)S(=O)(=O)c1ccccc1
→ 5	-4	6	1	-3	-5	-2	-2	-4

Among those listed so far, these contain an aryl thioether with sulfur outside any ring:
Order of values: GSTO1 inh	PREPL inhibitor	PME-1 inh	pPAFAH inh	PAD4 inh	PAFAH1B3 FP inh	LYPLA2 inh	PAFAH1B2 inh	LYPLA1 inh
CC(=O)c1cccc(-n2nnnc2SCC(=O)N2CCCC2)c1
→ -2	2	-1	7	0	3	4	0	0
Cc1cc2nc(SCC(=O)Nc3nonc3C)c3c(c2cc1C)CCCC3
→ -5	1	-14	3	0	4	-9	5	-9
CCc1nc(SCc2ccc(OCC(C)C)cc2)n[nH]1
→ 8	-6	-1	6	0	9	2	2	-5

(further entries)
Order of values: GSTO1 inh	PREPL inhibitor	PME-1 inh	pPAFAH inh	PAD4 inh	PAFAH1B3 FP inh	LYPLA2 inh	PAFAH1B2 inh	LYPLA1 inh
COc1ccc(CCNC(=O)C2CCN(c3ccc(N4CCOCC4)nn3)CC2)c(OC)c1
→ 6	10	4	4	0	1	2	1	-1
CCOc1cc2[nH]c(=S)n(CC3CCCO3)c(=O)c2cc1OCC (stereo unspecified)
→ 2	2	-1	5	1	3	6	-2	2
Cc1ccc(C)c(-c2[nH]ncc2CN2CCCC(CO)(Cc3ccccc3C)C2)c1 (stereo unspecified)
→ 4	-14	-7	0	-3	13	-1	3	-2
CC(=O)N1CCc2cc(NC(=O)c3ccc(C)cc3)ccc21
→ 5	10	-1	3	2	10	5	1	3
CCOC(=O)c1ccc(N2C(=O)Cc3ccccc3C2=O)cc1
→ 2	2	-5	3	-2	1	-1	1	-1
Nc1ccccc1NC1=CC(=O)CC(c2ccccc2)C1 (stereo unspecified)
→ 11	4	4	1	-2	.	4	.	-1
Cc1ccc(Cl)cc1NS(=O)(=O)Cc1ccccc1
→ 3	0	6	30*	-7	1	1	3	0
O=C(O)c1ccc(Cn2nnc3sc4c(c3c2=O)CCCC4)cc1
→ -4	-14	-2	8	-4	.	15	.	-2
Cc1nc(C(F)(F)F)ccc1C(=O)Nc1ccc(C(F)(F)F)cn1
→ 4	8	-8	-7	-11	5	-7	3	-3
Cc1cc(C)cc(NC(=O)N2CCCC2C(=O)Nc2ccc(-n3cnnn3)cc2)c1 (stereo unspecified)
→ 0	-12	-5	7	-4	2	-1	3	-1
Cc1ccc(N(C)S(=O)(=O)c2cccc(C(=O)Nc3nc4ccccc4[nH]3)c2)cc1
→ -13	-35	-29	5	2	-7	-40	-6	-27
O=C(Nc1cccnc1)c1ccc(Cl)c(S(=O)(=O)N2CCc3ccccc32)c1
→ -9	-27	-16	-6	-1	2	-7	1	-22
Cc1ccccc1NC(=O)COC(=O)/C=C/c1cn(-c2ccccc2)nc1-c1cccnc1
→ -5	-14	-16	4	-8	-10	-21	-5	-6
COc1cc(C2C3=C(CC(C)(C)CC3=O)N(C)C(=O)N2C)cc(OC)c1OC (stereo unspecified)
→ 7	0	0	1	-1	8	1	5	1
O=C(CS(=O)(=O)c1ccccc1)Nc1nc2ccccc2s1
→ 8	-48	-3	-4	-1	-2	-3	8	-3
CC1(C)COCN1S(=O)(=O)c1ccc(C(=O)Nc2nnc(-c3ccc(Cl)s3)o2)cc1
→ 3	9	-8	4	2	.	0	.	4
Cc1nn(C)c(C)c1NC(=O)COc1ccc(F)cc1Br
→ .	10	.	0	1	8	.	4	.
O=C1Nc2ccc(S(=O)(=O)N3CCOCC3)c3cccc1c23
→ -1	5	1	2	-4	-7	-2	1	2
COC(=O)c1c(NC(=O)C(C)C)sc2c1C(C(=O)OC)CC2 (stereo unspecified)
→ 3	5	3	1	-6	11	7	4	6
CCN(CC(=O)Nc1ccc(OC)cc1)C(=O)c1ccc(=O)n(Cc2ccccc2)n1
→ .	-8	2	-1	-4	4	3	5	-1
O=C1/C(=C/c2ccccc2)CCCc2ccccc21
→ -1	2	-5	0	-3	3	5	9	3
CCOC(=O)c1c(C)[nH]c(N=Nc2cc(C(=O)O)cc(C(=O)O)c2)c1C
→ -1	3	0	35*	-3	8	4	-3	2
Cc1ccc(NC(=O)c2cccc(OCc3c(C)noc3C)c2)cc1
→ 3	6	2	3	-1	1	-7	-1	-5
COc1cccc(CC2(CO)CCCN(Cc3ccccc3-c3ccco3)C2)c1 (stereo unspecified)
→ -3	42	0	-4	-8	9	9	1	1
Cc1ccccc1N1C(=O)C(Cl)=C(N2CCCCCC2)C1=O
→ 5	-7	-6	-9	-4	7	-2	8	0
CC(C)(C)SCCNC(=O)CN1C(=O)c2ccccc2S1(=O)=O
→ 3	-6	-2	4	2	5	0	10	-3
Cc1ccc(/C(O)=C2\C(=O)C(=O)N(C)C2c2ccccc2[N+](=O)[O-])cc1 (stereo unspecified)
→ 0	3	0	1	10	8	-3	0	3
COc1ccc(CNN2CCCCC2C(=O)Nc2ccc(OC)c(OCC(C)C)c2)cc1OC (stereo unspecified)
→ -2	6	2	3	-3	-1	0	3	0
S=c1[nH]nc(COc2ccccc2)n1Cc1ccccc1
→ 1	-1	-2	-2	0	0	15	11	0
CN1CCN(/N=C/c2ccc(-c3ccccc3)cc2)CC1
→ 9	-5	-2	4	0	9	-2	-1	-4
COC(=O)C(NS(=O)(=O)c1ccccc1Cl)c1ccccc1 (stereo unspecified)
→ 4	-9	6	1	1	12	-2	-1	1
O=C1c2ccccc2-c2onc3c(N4CCN(CCO)CC4)cc(N4CCN(C(=O)c5ccco5)CC4)c1c23
→ 37*	45*	16	29*	14	-78	20	-58	17*
O=[N+]([O-])c1ccc(Oc2ccc(S(=O)(=O)N3CCOCC3)cc2)cc1
→ 1	3	-5	2	1	0	2	0	5

Some of the entries so far, as tab-separated lines:
Structure	GSTO1 inh	PREPL inhibitor	PME-1 inh	pPAFAH inh	PAD4 inh	PAFAH1B3 FP inh	LYPLA2 inh	PAFAH1B2 inh	LYPLA1 inh
COC(=O)c1c(NC(=O)C(C)C)sc2c1C(C(=O)OC)CC2 (stereo unspecified)	3	5	3	1	-6	11	7	4	6
CCN(CC(=O)Nc1ccc(OC)cc1)C(=O)c1ccc(=O)n(Cc2ccccc2)n1	.	-8	2	-1	-4	4	3	5	-1
O=C1/C(=C/c2ccccc2)CCCc2ccccc21	-1	2	-5	0	-3	3	5	9	3
